Screens from PubChem BioAssay.
TAG inh – reduces triacylglycerol accumulation in H9c2 cells. inhibition, % at 12.5 µM. hit rate 0.66% among 230,000. Nile Red lipid (TAG) fluorescence; cells loaded with 200 µM oleic acid. AID 651582;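 active = pattern-corrected inhibition of lipid staining of at least 50% with the nuclear-stain viability signal not falling by more than 50%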;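 also: 0% = DMSO wells and 100% = triacsin C control wells; some results filed as inactive read as strong as hits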
TAG inh DAPI viability – recorded beside TAG inh, whose call it bears; DAPI nuclei signal change (viability), lower = more cytotoxic, %;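 whole-well DAPI fluorescence read on a plate reader as a viability signal; minus 50 percent equals half of cells still viable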
The depositor's hits bear a star; & = joins results of further samples. This is a subset. The share of hits here may be higher or lower than overall.

Results follow in this order: TAG inh	TAG inh DAPI viability
COCCN(C(=O)CSc1nnc(-c2ccccc2F)o1)c1c(N)n(Cc2ccccc2)c(=O)[nH]c1=O
  14	-11
O=C1CN(C(=O)COc2ccc(Cl)c(Cl)c2)c2ccccc2N1
  7	-5
Cc1ccc(S(=O)(=O)N2CCOCC2)cc1C(=O)Nc1cc(Cl)ccc1N1CCOCC1
  8	4
CC(=O)NCCC(=O)Nc1cc(S(=O)(=O)N2CCOCC2)ccc1N1CCOCC1
  2	-2
CCc1nnc(NC(=O)C2CCC(CNc3c(N4CCCCC4)c(=O)c3=O)CC2)s1 (stereo not given)
  11	-7
Cc1cccc(N2CC(O)(c3cccs3)[N+]3=C2CCCCC3)c1 (stereo not given)
  -5	2
O=C(COC(=O)Cn1cc(C(F)(F)F)ccc1=O)Nc1ccc(Br)cc1F
  5	-2
COc1ccc2nc(N3CCCC(O)C3)c(C#N)cc2c1 (stereo not given)
  1	16
FC(F)(F)c1nc(NCc2cccnc2)c2ccccc2n1
  -5	-1
CCOC(=O)N1CCN(C(=O)CCN2C(=O)/C(=C\c3ccccc3OC)SC2=S)CC1
  13	-3
Clc1ccc(CNc2ccc3nnc(-c4ccccc4)n3n2)cc1
  13	-3
CCCCNC(=O)Nc1nnc(C(C)(C)C)s1
  4	5
Cc1cccc2c1N(C)C(=O)C2=O
  7	-4
COc1cc(C)ccc1OCc1cc(C(=O)NCCN2CCOCC2)no1
  -3	8
C[C@@H]1C[C@H]2[C@@H]3CCC4=CC(=O)C=C[C@]4(C)[C@@]3(F)[C@@H](O)C[C@]2(C)[C@H]1C(=O)CO
  38	17
C[C@@H]1CCC(=O)N(CC[C@H](Sc2ccccc2)c2ccccc2)CC1
  -27	-11
CCN(c1ccc2c(c1)OCO2)S(=O)(=O)c1cc2c(cc1Br)CCN2C(=O)C1CC1
  17	-9
CCOc1c(Br)cc(/C=C(\C#N)C(=O)NC2CC2)cc1OC
  14	49
C/C(=N\NC(N)=S)c1ccc2c(c1)OCCO2
  -7	-2
O=C(Nc1ccccc1)c1cn2ccccc2n1
  1	4
O=C(COC(=O)c1ccc(O)cc1O)NC(=O)NCc1ccccc1
  9	-6
O=C(CCCN1C(=O)/C(=C\c2cccs2)SC1=S)Nc1ccccn1
  4	7
COCCCNC(=O)c1ccc(CNS(=O)(=O)c2ccc(NC(C)=O)cc2)cc1
  -23	5
COc1cc(Cc2cnc(N)nc2N)cc(OC)c1OC
  7&-1	5&-2
CC(C)(C)CC(=O)Nc1nnc(SCC(=O)Nc2ccccc2F)s1
  -5	1
C/C(CC(=O)NC(C)(C)C)=N\NC(N)=S
  -16	10
O=C(OCC(=O)c1ccc[nH]1)c1cncc(Br)c1
  -15	5
Nc1nc(SCC(=O)c2ccc(F)cc2)n[nH]1
  -4	8
COC(=O)c1ccc(NC(=O)CCN2CCN(c3ccccc3)CC2)cc1
  2	0
CN[C@H]1C[C@H]2c3cc(N4CCN(C)CC4)ccc3CCN2C(=O)[C@H]1[C@H](C)O
  16	-2
CCOC(=O)Cc1csc(NC(=O)c2ccc([N+](=O)[O-])cc2[N+](=O)[O-])n1
  5	2
O=C(NCc1ccccn1)c1cccc(NS(=O)(=O)c2ccccc2)c1
  -4	0
O=C(COC(=O)CCc1ccc(S(=O)(=O)N2CCOCC2)cc1)Nc1ccccc1[N+](=O)[O-]
  0	0
CCOc1ccccc1NC(=O)CSc1nnc(CNC(=O)COc2ccc(Cl)cc2)o1
  -9	4
COc1ccc(S(=O)(=O)N(C)C[C@@H]2OCc3cnnn3CCCC(=O)N([C@@H](C)CO)C[C@H]2C)cc1
  12	12
CCCCN(C)C(=O)c1sc(=O)n(Cc2c(C)cccc2C)c1C
  -14	4
O=C1C2C3c4ccccc4C(Br)(c4ccccc43)C2C(=O)N1c1ccccc1O (stereo not given)
  -12	9
N#CC(c1ccc(Cl)cc1)N1CCOCC1 (stereo not given)
  17	-2
CCOc1ncccc1C(=O)Nc1ccccc1N1CCOCC1
  -9	1
Cc1nnc(NC(=O)CSc2ccccn2)s1
  0	14
CCc1cccc(C)c1NC(=O)c1cc(=O)[nH]c2ccc(S(=O)(=O)N3CCOCC3)cc12
  -3	1
Cc1cccc(NC(=O)Cc2ccc(F)cc2)c1
  0	1
O=C(c1ccccc1)N(C(=O)c1ccccc1)N1CCCC1
  -3	1
CCCC1=NN(c2ccc([N+](=O)[O-])cc2)C(=O)/C1=C\N(C)C
  -3	-1
CCCCN(C(=O)C1=NN(c2cc(C)ccc2C)C(=O)CC1)c1c(N)n(CCC)c(=O)[nH]c1=O
  -3	8
Cc1ccccc1NC(=O)N(O)C1(C#N)CCCCC1
  -6	1
CCc1ccc(-n2c(SCc3cc(=O)n4cc(Br)ccc4n3)nc3[nH]ncc3c2=O)cc1
  -1	4
CC(C)CNC(=O)c1cc([N+](=O)[O-])ccc1N1CCOCC1
  1	-10
C=CCSc1ccc(S(=O)(=O)N2CCN(C)CC2)cn1
  8	7
CC(C)(C)C(=O)Nc1nnc(SCc2ccc(F)cc2)s1
  -1	7
CC(C)(C)OC(=O)NN=C(c1ccc(O)cc1)c1ccc(O)cc1
  10	3
COc1cccc(-n2ccnc2SCC(=O)Nc2cc(C)on2)c1
  -11	1
Cc1cccc(-n2c(=O)[nH]c3c(C(N)=O)nc(-c4ccccc4Cl)nc32)c1
  10	11
CCOC(=O)c1c[nH]c2c(C(F)(F)F)cccc2c1=O
  13	-13
O=C(CN(C(=O)c1ccccc1)C(=O)c1ccccc1)OCc1ccccc1
  -15	6
CCCCn1c(N)c(S(=O)(=O)c2ccc(C)cc2)c2nc3ccccc3nc21
  9	63
CC(C)(C)NC(=O)CSc1nnc(-c2ccncc2)n1Cc1ccccc1
  -1	3
O=C(COC(=O)c1ccc(Br)o1)NCC(=O)Nc1ccc(F)cc1
  1	-4
CC(=O)N(C)c1cc([N+](=O)[O-])ccc1OCc1ccccc1
  -2	2
COc1ccccc1CCNC(=O)C(=O)NCC1OCCN1S(=O)(=O)c1ccc(C)cc1 (stereo not given)
  -9	-6

Filtered by structure, the entries above containing a CF3 group.
Results follow in this order: TAG inh	TAG inh DAPI viability
O=C(COC(=O)Cn1cc(C(F)(F)F)ccc1=O)Nc1ccc(Br)cc1F
  5	-2
FC(F)(F)c1nc(NCc2cccnc2)c2ccccc2n1
  -5	-1
CCOC(=O)c1c[nH]c2c(C(F)(F)F)cccc2c1=O
  13	-13

Next structures follow:
Results follow in this order: TAG inh	TAG inh DAPI viability
O=C(CCCN1C(=O)S/C(=C\C=C\c2ccccc2)C1=O)Nc1ccc(O)cc1
  -2	0
O=C(Nc1ccc(Cl)cn1)c1cccc(F)c1
  6	-1
Cc1ccc(-c2nnnn2CS(=O)(=O)c2ccccc2)cc1
  16	-15
COc1cccc(-n2nnc(S(=O)(=O)c3ccc(C)cc3)c2N)c1
  -17	10
Cc1ccc(O)c(-c2cc(C(F)(F)C(F)F)nc(-c3ccccc3)n2)c1
  8	8
COc1cccc(CC(=O)OCC(=O)NCC(=O)Nc2cccc(C)c2C)c1
  0	-4
CC1(C)Cc2c(sc(NC(=O)/C=C/C(=O)O)c2C#N)CO1
  -2	-3
CCOC(=O)C1CCN(C(=O)c2cc3ccccc3oc2=O)CC1
  1	5
CC(c1ccccc1)N1C(=O)c2ccc(C(=O)NCc3cccnc3)cc2C1=O (stereo not given)
  16	-3
CCN(Cc1ccccc1)S(=O)(=O)c1cc(C(=O)NC(C)C2CC3CCC2C3)ccc1OC (stereo not given)
  9	-7
Cc1ccc(OCC(=O)NC(=S)Nc2ccc(Br)cn2)cc1C
  -4	33
Cc1c(O)nc(SCC(=O)Nc2ccc3c4c(cccc24)CC3)n(-c2ccccc2)c1=O
  1	-11
CCOCN(C(=O)Cn1cnc2ccccc21)c1c(C)cccc1CC
  1	-9
COc1cccc(OCC(Cn2c(C)nc3ccccc32)OC(C)=O)c1 (stereo not given)
  -18	7
CCN(c1ccccc1)S(=O)(=O)c1ccc(Cl)c(C(=O)NCC2CCCO2)c1 (stereo not given)
  17	-11
COc1cc2c(cc1NC(=S)NC(=O)/C=C/c1ccc(OC)c(OC)c1)oc1ccccc12
  -18	7
CC(C)N(C(=O)COC(=O)c1ccc(Cl)c(S(N)(=O)=O)c1)C(C)C
  -3	2
O=C(c1ccc(F)cc1)c1cccc(C(=O)c2ccc(F)cc2)n1
  -3	0
C[C@@H]1CN([C@@H](C)CO)C(=O)c2cc(Br)cnc2O[C@H]1CN(C)C(=O)Cc1cccnc1
  -10	-6
O=C1N[C@H]2CC=C[C@H]2Nc2ccccc21
  -4	9
CC1=CC(C)C(C[N+]2(C)CCCCC2)C(C)C1 (stereo not given)
  -10	9
Cc1noc(C)c1NC(=O)Nc1cccc2c1O[C@H](CN(C)S(C)(=O)=O)[C@@H](C)CN([C@H](C)CO)C2=O
  -21	4
O=C(NC1CC1)C1CCN(S(=O)(=O)c2cc(Cl)ccc2Cl)CC1
  1	0
Cn1c(C(=O)NCCCN2CCN(c3ccccc3F)CC2)cc2c(=O)[nH]c3ccccc3c21
  -11	31
CCOC(=O)c1[nH]c2cc3c(cc2c1NC(=O)CN1CCC2(CC1)OCCO2)OCO3
  9	25
Cc1ccc(S(=O)(=O)N2CCCCC2)cc1NC(=O)COC(=O)c1ccc(O)cc1
  7	-7
O=C(c1cc(C2CC2)nn1-c1ccccc1)N1CCN(c2ccc(O)cc2)CC1
  5	1
CCCCN1C[C@H](c2ccc(OC)cc2)[C@@H](CC(=O)Nc2ccc(Br)cc2)C1=O
  -20	-7
COCCCN1C(=O)c2ccc(C(=O)Nc3cccc(OC)c3)cc2C1=O
  14	-5
CCCCCC(=O)N1C[C@H](n2cc(C3CC3)nn2)[C@@H](O)C[C@@H]1c1ccc(OC)cc1
  3	-8
CCCCC(=O)Nc1ccc(N2CCN(S(C)(=O)=O)CC2)cc1
  19	-33
O=C(CN1C(=O)NC(Cc2ccccc2)C1=O)Nc1ccccc1 (stereo not given)
  -3	-5
COc1ccc(NC(=S)N(CCCN2CCCC(C)C2)Cc2cccs2)cc1 (stereo not given)
  4	5
CC1CC(C)(C)CC2(C1)NC(=O)N(CC(=O)NCCc1ccc3c(c1)OCCO3)C2=O (stereo not given)
  10	-3
Fc1cccc2sc(Nc3nc4ccccc4s3)nc12
  3	56
CSc1ncnc2c1ncn2CCCNc1ccc(C)c(C)c1
  6	-1
CCOC(=O)C1=C(C)Nc2ccccc2N=C1NC(=O)c1cccc(S(=O)(=O)N(C)C)c1
  -11	2
COc1ccc(-c2cc(-c3ccccc3O)[nH]n2)cc1
  -36	4
CC(C)(C)OC(=O)[C@H](Cc1ccccc1)NC(=O)c1nc[nH]c1C(=O)N[C@@H](CCCCN)C(=O)OC(C)(C)C
  4	4
CC(=O)Nc1ccc(NC(=O)C(C)OC(=O)COc2ccc(Nc3ccccc3)cc2)cc1 (stereo not given)
  4	-2
CCC(C)NC(=O)CN(c1cc(C)cc(C)c1)S(=O)(=O)c1c(C)[nH]c(=O)[nH]c1=O (stereo not given)
  8	-5
Cc1csc(SCC(=O)c2ccc(S(=O)(=O)N3CCOCC3)cc2)n1
  3	2
CCOC(=O)N1CCC(NC(=O)c2cc(S(=O)(=O)N3CCCC3)cn2C)CC1
  -10	3
CCCc1n(CC)c2ccccc2[n+]1CC(O)COC1CCCCC1 (stereo not given)
  -29	8
Cc1ccc(C)c(NC(=O)c2c(Cl)nc3ccccn23)c1
  19	-2

Filtered by structure, the entries above with a thiophene ring, fused or not (four)
Results follow in this order: TAG inh	TAG inh DAPI viability
Cc1cccc(N2CC(O)(c3cccs3)[N+]3=C2CCCCC3)c1 (stereo not given)
  -5	2
O=C(CCCN1C(=O)/C(=C\c2cccs2)SC1=S)Nc1ccccn1
  4	7
CC1(C)Cc2c(sc(NC(=O)/C=C/C(=O)O)c2C#N)CO1
  -2	-3
COc1ccc(NC(=S)N(CCCN2CCCC(C)C2)Cc2cccs2)cc1 (stereo not given)
  4	5

Next part.
Results follow in this order: TAG inh	TAG inh DAPI viability
CNC(=O)c1ccsc1NC(=O)c1ccccc1
  8	9
CC(C)c1ccc(OCC(=O)NNC(=S)NC(=O)C2CC2)cc1
  18	-2
O=C(Nc1ccccc1)c1cccc(S(=O)(=O)Oc2ccc([N+](=O)[O-])cc2)c1
  -2	-4
CCOc1ccc(C(C)=O)cc1CN1C(=O)NC(C)(C2CC2)C1=O (stereo not given)
  6	-13
COc1ccc(C(=O)CN2C(=O)NC3(CCc4ccccc43)C2=O)cc1 (stereo not given)
  21	1
Clc1ccc(-c2nnc(-c3ccccc3)c(-c3c[nH]c4ccccc34)n2)cc1
  21	-12
COc1cc(C(=O)OCC(=O)c2c(N)n(C)c(=O)n(C)c2=O)ccc1OCCC(C)C
  -18	11
CCCCC(=O)NNC(=S)NC(=O)c1ccc(C)cc1
  -6	8
CCCn1c(N)cc(=O)n(CCC)c1=O
  2	-6
Cn1c(=O)c2cc(S(=O)(=O)NC(Cc3ccccc3)C(=O)NCC3CCCO3)ccc2n(C)c1=O (stereo not given)
  0	-1
O=C(CSc1nnc(-c2ccco2)o1)NC1CCCCC1
  12	-7
